Screening data as filed in PubChem.
NCI-60 one-dose screen, 48 h, at 10 µM unless noted. Numbers give growth in % (100 = growth as untreated, 0 = no growth, -100 = all killed).
MDA-MB-468: MDA-MB-468 breast cancer; 78,000 tested, 8.5% active
MOLT-4: MOLT-4 leukemia cells; 80,000 tested, 6.9% active
BT-549: BT-549 breast cancer | 78,000 tested, 4.4% active
MDA-MB-435: MDA-MB-435 melanoma. 82,000 tested, 7.8% active
MCF7: MCF7 breast cancer. 82,000 tested, 6.3% active. AID 1794796
SR: SR leukemia cells. 73,000 tested, 8.7% active. AID 1794780
MDA-MB-231: MDA-MB-231 breast cancer; 81,000 tested, 5% active
K-562: K-562 leukemia | 78,000 tested, 7.4% active | AID 1794777
Starred values were filed as active, the others as inactive; · = no result given; & = joins results of further samples; ! = repeats disagree; [ ] = dose if it differs, or a comment. The calls were made as follows: active = growth percent below 10; inactive = the rest.

SMILES,MDA-MB-468,MOLT-4,BT-549,MDA-MB-435,MCF7,SR,MDA-MB-231,K-562
OCC1(CCCc2ccccc2)CCCN(c2nccc3ccccc23)C1 (centres undefined),-16*,32,-3.1*,41,12,12,52,19
O=CNc1cccc(Cl)c1,90,103,99,111,102,90,110,109
O=C(Nc1ccc(NC(=O)c2ccccc2)c2c1C(=O)c1ccccc1C2=O)c1ccccc1,95,147,129,99,85,138,116,·
O=C1CCC(N2Cc3c(CCCCCNC(=O)c4ccc(Nc5ccnc(-c6cncc7ccccc67)n5)cc4)cccc3C2=O)C(=O)N1 (centres undefined),67,72,83,95,74,81,86,85
Fc1ccc2[nH]cc(SSc3c[nH]c4ccc(F)cc34)c2c1,·,14,40,46,32,-29*,43,23
O=C(CSC(=S)N1CCCCC1)Nc1ccc(Cl)cc1,105,62,76,67,66,47,94,25
CCCSc1ccc2nc(NC(=O)OC)[nH]c2c1,-7.1*,24,46,-51*,·,·,19,15
C=C1CCC2C(C)(CO)C(O)CCC2(C)C1C/C=C1/C(=O)OCC1Oc1ccccc1C (centres undefined),60,92,·,59,29,51,109,31
CCC(C)C1OC1(C)C1(O)C(C)=CC2CC(CO)=CCC2C1/C=C/C=C/C=C/C(=O)O (centres undefined),109,79,108,114,105,85,105,102
COC1=CC(=O)C(OC)=C(O)C1=O,92,107,99,101,91,107,100,103
NS(=O)(=O)c1ccc(NC(=O)CSc2nc3ccccc3c(=O)n2Cc2ccccc2)cc1,93,87,101,104,96,96,69,78
COc1cccc(-c2nc3occn3c2-c2ccnc(NCCNS(=O)(=O)c3cccc4ccccc34)n2)c1,98,97,105,102,95,110,112,95
COc1ccc(C2CC(c3ccc(N)cc3)=NN2c2ccccc2)cc1 (centres undefined),103,89,111,97,80,85,106,86
O=C(Nc1ccc(SC(F)(F)F)cc1)Nc1ccc(Cl)c(Cl)c1,92,72,111,96,99,87,92,·
COc1cc(NC(=O)c2cc(O)c(CC=C(C)C)c(O)c2)cc2c1O[C@]1(C)CC[C@@H](O)C(C)(C)[C@H]1C2,31,-8.2*,8.5*,24,10,·,33,·
N#Cc1c2c(nn(-c3cccc(Cl)c3)c1=O)C(O)=C([N+](=O)[O-])C(c1ccoc1)C2 (centres undefined),41,78,110,95,39,·,74,·
COc1ccc(C(=O)/C=C/Nc2cc(-c3ccccc3)nn2-c2ccccc2)cc1,70,85,103,99,88,99,93,81
O=c1ccc(N=Nc2ccc([N+](=O)[O-])cc2)ccc1O,-16*,19,97,22,7.2*,·,14,14
COc1cc(/C=C/c2ccccc2)cc(OC)c1,103,89,101,103,71,87,91,93
CC[N+](CC)(CCCOc1ccc(OCCC[N+](CC)(CC)Cc2ccc([N+](=O)[O-])cc2)cc1)Cc1ccc([N+](=O)[O-])cc1,93,·,101,105,95,103,98,111
O=C(/C=C/c1cccc(Oc2ccc(Cl)cc2)c1)c1ccccc1,110,63,102,95,11,53,113,32
Cc1cc(N)c2ccccc2[n+]1CCCCCCCCCC[n+]1c(C)cc(N)c2ccccc21,-56*,1.3*,-16*,6.1*,-3.4*!,3.2*,1.9*!,-40*
O=[N+]([O-])c1cccc(-c2nnc(CSc3nnc(-c4cccc([N+](=O)[O-])c4)o3)o2)c1,97,100,108,103,84,87,96,91
O=c1c2cnn(-c3ccccc3)c2n2c(-c3ccccc3)nnc2n1-c1ccccc1,88,90,85,104,83,78,71,102
O=C1/C(=C\c2cccc(Br)c2)Sc2ccc(Cl)cc21,119,105,126,114,86,104,103,108

In the list so far, these contain an NH in an aromatic ring:
SMILES,MDA-MB-468,MOLT-4,BT-549,MDA-MB-435,MCF7,SR,MDA-MB-231,K-562
Fc1ccc2[nH]cc(SSc3c[nH]c4ccc(F)cc34)c2c1,·,14,40,46,32,-29*,43,23
CCCSc1ccc2nc(NC(=O)OC)[nH]c2c1,-7.1*,24,46,-51*,·,·,19,15

Following part:
SMILES,MDA-MB-468,MOLT-4,BT-549,MDA-MB-435,MCF7,SR,MDA-MB-231,K-562
c1ccc2c(c1)ccc1[nH]c3c(c12)CCCC3,99,37,86,84,62,19,86,34
Oc1ccccc1N=Cc1ccc(Br)cc1,92,95,89,102,81,99,88,85
COc1ccc(OC)c(-c2c(C#N)c(-c3ccc(Cl)cc3)nc3c2c(-c2ccccc2)nn3-c2ccccc2)c1,103,86,101,103,91,·,101,98
O=C(O)c1cn(C2CC2)c2cc(N3CCN(C(=O)Nc4nc(-c5ccc(Cl)cc5)cs4)CC3)c(F)cc2c1=O,9.8*,2.0*,0.3*,9.4*,3.0*,·,·,8.5*
OCCNc1nc(NCCO)nc(Nc2ccc(C3=NN(c4cc(Cl)cc(Cl)c4)C(c4ccc(Cl)cc4)C3)cc2)n1 (centres undefined),-5.8*,2.4*,52,-16*,3.9*,-29*,7.3*,4.3*
O=C(c1ccc(O)c(Br)c1)c1cc(Br)ccc1O,107&116,85&71,113&92,98&100,97&114,90&88,100&110,87&81
COC(=O)c1ccccc1C(=O)c1c(C)cc(C)cc1C,103,88,106,98,102,80,97,97
O=C(O)c1ccccc1-c1ccccc1C(=O)NCCc1cc2ccccc2[nH]1,114,99,103,103,100,89,93,101
O=C(O)c1ccc([N+](=O)[O-])cc1,109,88,104,108,85,102,103,104
Cc1cc(C)c([N+](=O)[O-])cc1[N+](=O)[O-],97,96,117,110,108,96,120,96
CC1=CC(=O)Nc2cncnc2N1,107,93,104,107,101,104,118,103
O=C(O)c1cccc2c1C(=O)c1ccccc1-2,103,114,115,106,111,·,114,109
O=C(O)c1ccc(-c2nn(-c3ccc(C(=O)O)cc3)cc2CNc2ccc(F)c(F)c2)cc1,109,112,99,102,97,109,92,114
O=C(/C(=C/c1ccc(O)cc1)c1ccccc1)c1ccccc1,113,84,82,102,106,87,96,92
O=[N+]([O-])c1ccc(N2CCN=N2)cc1,94,91,85,77,88,79,80,64
Nc1nc(-c2c(Cl)cccc2Cl)nn1-c1nc2ccccc2s1,106,112,101,96,78,72,109,105
COCCOCC(=O)O,104,115,126,116,102,103,95,111
c1ccc(CSc2ncnc3nc[nH]c23)cc1,91&99,108&103,119&110,116&104,98&94,91&110,100&100,82&97
COc1cc(/C=N/Nc2ncnc3c2c(C)nn3C)cc(OC)c1OC,93,92,106,100,94,89,85,84
C=C(C)CNC(=O)OC(C)C,100,106,108,107,104,93,104,106
Nc1nc(-c2c[nH]c3ccccc23)cs1,82,107,105,103,90,99,91,108
O=C(Cn1cc(CSc2nc3ccccc3o2)nn1)Nc1cccc(C(F)(F)F)c1,100,96,94,106,87,93,96,93
CC1=CC(=NN=c2cc(C)n([O-])c(C)c2)C=C(C)[N+]1=O,·,82,75,86,19,·,98,85
NS(=O)(=O)c1ccc(-n2ncc3c(Nc4ccc(Cl)cc4)ncnc32)cc1,75,88,114,97,95,93,87,51
O=c1cc(-c2ccccc2)oc2cc(OCc3cn(Cc4ccc(F)cc4)nn3)cc(O)c12,54[100 µM],95[100 µM],16[100 µM],98[100 µM],66[100 µM],97[100 µM],12[100 µM],109[100 µM]

Part of the list above in order of length of the SMILES, low to high:
SMILES,MDA-MB-468,MOLT-4,BT-549,MDA-MB-435,MCF7,SR,MDA-MB-231,K-562
Nc1nc(-c2c[nH]c3ccccc23)cs1,82,107,105,103,90,99,91,108
COc1cc(/C=N/Nc2ncnc3c2c(C)nn3C)cc(OC)c1OC,93,92,106,100,94,89,85,84
O=C(O)c1cn(C2CC2)c2cc(N3CCN(C(=O)Nc4nc(-c5ccc(Cl)cc5)cs4)CC3)c(F)cc2c1=O,9.8*,2.0*,0.3*,9.4*,3.0*,·,·,8.5*

(further entries)
SMILES,MDA-MB-468,MOLT-4,BT-549,MDA-MB-435,MCF7,SR,MDA-MB-231,K-562
O=C1N[C@H]2CCCC[C@@H]2C(=O)N1OS(=O)(=O)c1ccccc1,111,118,111,99,108,115,112,86
CC#CC(=O)N1CCC[C@H]1c1nc(-c2ccc(C(=O)Nc3ccccn3)cc2)c2c(N)nccn12,60,89,85,91,78,68,90,77
C[N+]1(C)CCCC(OC(=O)C(O)(c2ccccc2)c2ccccc2)C1 (centres undefined),120,90,97,102,97,·,107,110
O=C(NCCc1ccccc1)C(Cl)Cl,99,107,129,131,102,104,118,117
COc1ccc(NC(=O)c2sc3nc(C)c(C(O)c4ccccc4)cc3c2N)cc1 (centres undefined),14,13,66,-28*,19,4.8*,28,8.0*
O=c1[nH]c(-c2ccccn2)nc2sc3c(c12)CCCCCC3,38,19,62,46,30,22,49,20
CCN(SSN(CC)S(=O)(=O)c1ccc(C)cc1)S(=O)(=O)c1ccc(C)cc1,99,84,101,106,98,71,110,89
O=C1CCCN1C(O)CCN(Cc1ccc(Cl)cc1)Cc1ccc2c(c1)OCO2 (centres undefined),118,89,115,106,97,86,117,·
O=C(O)CSC(SCC(=O)O)c1ccccc1Cl,129,95,101,104,91,86,100,102
NC(=O)Nc1ccc2ccccc2c1,115,114,·,89,96,108,103,109
COc1cc(OC)c(S(=O)(=O)NNC(=O)c2ccncc2)cc1C1=NN(C(N)=S)C(c2ccc(Cl)cc2)C1 (centres undefined),96,109,106,107,99,100,105,105
O=C1NC(=S)S/C1=C\c1ccc(F)cc1,101,90,89,104,87,83,99,102
CCOC(=O)C1C(=O)C(=O)N(Cc2ccccc2)C1C(=O)OCC (centres undefined),97,112,93,108,91,97,106,109
Cc1ccc(-c2cc(-c3cccnc3)[nH]c(=O)c2C#N)s1,102,104,99,102,95,108,103,106
C=C1C[C@H](O)[C@H](Br)C(C)(C)[C@@]12CCC(C)=C(Cl)C2,-28*,-8.2*,26,9.7*,16,5.0*,22,12
CN(C)CCC(=O)Nc1ccc(-n2cc(-c3cccc(NC(=S)Nc4cccc(-c5cn(-c6ccc(NC(=O)CCN(C)C)cc6)nn5)c4)c3)nn2)cc1,-9.6*,47,82,110,5.1*,26,107,19
CCN(CC)CCOC(=O)c1ccc(NC(CO)CN(CC)CC)cc1 (centres undefined),120,87,99,111,·,90,·,97
Nc1ccc(C2=NN(C(=O)c3cc(-c4ccc(Cl)cc4)nc4ccccc34)C(c3ccc(Cl)cc3)C2)cc1 (centres undefined),7.8*,43,52,-23*,15,26,63,13
CC(=O)Nc1ccc(S(=O)(=O)c2ccc([N+](=O)[O-])cc2)cc1,76,106,100,103,84,104,109,102
CC(O)C(=O)OCCOc1ccccc1 (centres undefined),114,106,·,115,109,90,111,99
NC(N)=Nc1ccc(Oc2cccc(Oc3ccc(Cl)c(C(F)(F)F)c3)c2)cn1,-79*,-49*,74,-87*,-71*,-59*,-83*,-55*
C=CCc1cc(C(=O)OCC)cc(OC)c1O,101,103,109,115,98,116,92,104
NC1=NC(SCc2ccccc2CCl)c2ncn(Cc3ccccc3CCl)c2N1 (centres undefined),-33*,14,56,31,25,9.1*,48,22
Cc1nc2nc(SCCO)[nH]c2c(=O)[nH]1,103,112,101,112,93,116,115,109
Fc1ccc(C2CC(c3cccc(Nc4ccncc4)c3)=NN2c2ccc(Cl)cc2)cc1 (centres undefined),64,24,105,-6.5*,6.6*,4.4*,61,1.2*
COc1cccc(F)c1,109,94,106,104,101,91,108,95
CCOC(=O)C1=C(N)N(c2ccc(Cl)cc2)C2=C(C(=O)CC(C)(C)C2)C1c1cccc(Cl)c1Cl (centres undefined),32,30,69,75,48,34,·,29
O=c1c2c([nH]c3ccccc13)CCCC2,15&88,35&83,59&106,-57*!,18&89,11&88,55&96,11&96
COc1ccc(NC(=O)Nc2ccc(OCc3ccc(C)cc3)cc2)cc1,76,98,111,83,66,·,106,84
Cc1cc(C(F)(F)F)nc(NNc2nc(C)cc(C(F)(F)F)n2)n1,107,100,102,108,89,101,100,97
Nc1c(C(=O)Nc2ccccn2)sc2nc3c(cc12)CCCCCC3,8.5*,16,31,-58*,16,8.0*,49,7.8*
Cc1cc(=NC(C)(C)C)nc2c3ccccc3c(Cl)cn12,21,92,78,94,80,86,108,71
Cc1cccc(C)c1N=C(Cc1nc2c(=O)n(C)c(=O)n(C)c2[nH]c1=O)c1ccccc1,118,99,105,103,79,102,103,101
Cc1ncnc2c1CCC2,87,97,108,97,86,·,102,95
CCOC(=O)CO,99,86,·,104,98,95,109,97
O=C(NNC(=O)c1ccncc1)NC(=O)c1ccc(Br)cc1,110,93,101,108,102,96,97,88
C#CCOc1ccc2ncnc(Nc3ccc(NC(=O)CCl)cc3)c2c1,-58*,-8.3*,-19*,18,5.3*,-7.7*,-0.4*,0.2*
CSc1nc(Cl)cc(=O)[nH]1,88,98,99,92,101,98,109,115
CC1(C)CC[C@]2(C(=O)N3CCOCC3)CC[C@]3(C)C(=CC[C@@H]4[C@@]5(C)C/C(=C/c6ccccn6)C(=O)C(C)(C)[C@@H]5CC[C@]43C)[C@@H]2C1,41,25,70,69,44,23,55,35
COc1cc2c(c(OC)c1OC)C(=O)CC(c1cccc(NC(=O)c3cc(NC(=O)[C@H](Cc4ccccc4)NC(=O)OC(C)(C)C)ccc3Cl)c1)O2 (some centres undefined),82,67,108,100,76,70,93,93
O=C(O)c1ccc(-c2nn(-c3ccc(C(=O)O)cc3)cc2/C=N/Nc2nc(-c3ccc(O)cc3)cs2)cc1,110,107,102,104,102,101,104,105

Compounds as they come, and some 15% of all compounds hit somewhere here.
